TTR transcr act: activators of transthyretin transcription | SH-SY5Y TTR promoter Gaussia luciferase, luminescence; 100% = recombinant luciferase protein wells | AID 1117267 | activation, % at 16.7 µM | 92,000 compounds, 1.3% hits;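 active = activation above the mean of all tested compounds plus 3 SD, cut at about 9.5% in these data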;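 also: cells exposed to compounds for one day before reading; 0% = median of all test compound wells on the plate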
An asterisk follows results filed as active. Some of the compounds tested. The share of hits here may be higher or lower than overall.

SMILES	TTR transcr act
CCC(=O)Nc1cccc(NC(=O)c2ccc(C)c([N+](=O)[O-])c2)c1	0.0
Cc1ccccc1-c1nc(Cc2ccccc2)no1	-1.1
O=C(COc1ccccc1[N+](=O)[O-])c1ccccc1	-1.4
COc1ccc(S(=O)(=O)N2CCOCC2)cc1NC(=O)COc1ccccc1OC	-2.1
O=C(NCCCO)c1nnc(Cc2c(F)cccc2Cl)o1	-1.1
CCN(C(=O)[C@@H](C1CC1)[C@@H](O)c1ccc(Cl)cc1)c1ccccc1	2.5
Cc1ccc(NC(=O)c2sc(Cl)nc2C)c(C)c1	0.4
Cc1ccc2nc(SCC(=O)NCc3cccs3)[nH]c2c1	0.3
COC(=O)CCC(=O)Nc1sc(Cc2ccccc2)c(C)c1C(N)=O	-2.5
Cc1ccc(CN2C(=O)CCC2(C)c2nnnn2-c2ccc3c(c2)OCCO3)cc1 (stereo not drawn)	1.9
CCCCn1nnnc1C1(C)CCC(=O)N1CCc1c[nH]c2ccccc12 (stereo not drawn)	0.3
Cc1ccc2c(c1)-n1c(nc3ccc(Cl)cc3c1=O)C(CC(C)C)NC2=O (stereo not drawn)	0.7
CCn1cc(CN2CCCC(C(=O)Nc3ccc(-c4cscn4)cc3)C2)cn1 (stereo not drawn)	0.1
COc1ccccc1N1CCN(/N=C/c2cccc(OC)c2OC)CC1	-2.1
Cc1ccccc1-n1ncc(C(C)NC(=O)c2ccco2)c1C (stereo not drawn)	-1.7
O=C(c1cnc2ccccn2c1=O)N1CCCc2ccccc21	-1.7
N/C(=N\OC(=O)c1ccc2ccccc2c1)c1ccncc1	-2.8
O=C1c2cc(S(=O)(=O)N(CCO)CCO)ccc2-c2ccc(S(=O)(=O)N(CCO)CCO)cc21	2.2
NS(=O)(=O)c1ccc(S(=O)(=O)N(CCc2ccccc2)Cc2ccccn2)cc1	2.4
CCC1OC(c2ccc([N+](=O)[O-])cc2)=Nc2ccccc21 (stereo not drawn)	3.2
CNC(=O)c1ccc(NC(=O)/C=C/c2cccc(F)c2)cc1	2.1
CN(C)/C(=N\O)c1c(Cl)cccc1Cl	-1.2
CC12CCC(=O)N1C(C(=O)NNC(=O)c1ccccc1)CS2 (stereo not drawn)	-0.4
Cc1ccc(-c2nnc3c4ccccc4c(C)nn23)cc1S(=O)(=O)N1CCN(CCO)CC1	0.1
Clc1ccccc1Cn1nnc2ccccc21	0.7
Clc1cccc(Cc2c(-c3ccccc3)nc3c4ccccc4ccn23)c1	0.5
O=[N+]([O-])c1ccc(CN2CCOCCOCCN(Cc3ccc([N+](=O)[O-])cc3Cl)CCOCC2)c(Cl)c1	-0.9
CCOc1ccccc1NC(=O)CCCCCN1C(=O)[C@@H]2Cc3ccccc3CN2C1=O	-0.2
CCOC(=O)c1c(NC(=O)CC2SC(N)=NC2=O)sc2c1CCC(C)C2 (stereo not drawn)	0.0
CCCCNC(=O)c1[nH]c(C)c(C(C)=O)c1C	-0.6
CC(=O)Cn1c(=O)c2c(nc3n2CCCN3Cc2ccccc2)n(C)c1=O	-1.3
COC(=O)CCCC(=O)N1CCCC(CCC(=O)NCc2ccc(F)c(F)c2)C1 (stereo not drawn)	0.2
CCN(CC)c1ccc(NC(=O)c2ccc3c(c2)c(C)c(C)n3C)cc1	-2.3
COc1ccc(Br)c2oc(SC)cc(=O)c12	-1.2
O=C(O)CN(c1ccccn1)S(=O)(=O)c1ccc(Cl)cc1	-0.6
CCOc1ncccc1C(=O)OCc1c(F)cccc1Cl	0.2
CC(Oc1ccc2c(-c3ccccc3)cc(=O)oc2c1)C(=O)NCc1ccccn1 (stereo not drawn)	-1.5
Cc1ccccc1CN1CCCCC(NC(=O)c2cccc([N+](=O)[O-])c2)C1=O (stereo not drawn)	-1.9
CCc1cccc(C)c1NC(=O)COC(=O)Cn1c(C)csc1=O	-0.3
COc1cccc(C(=O)NCCCNC(=O)c2cccc(OC)c2)c1	-1.4

At a glance, 5 of the compounds above:
SMILES	TTR transcr act
Cc1ccc(-c2nnc3c4ccccc4c(C)nn23)cc1S(=O)(=O)N1CCN(CCO)CC1	0.1
Clc1ccccc1Cn1nnc2ccccc21	0.7
Clc1cccc(Cc2c(-c3ccccc3)nc3c4ccccc4ccn23)c1	0.5
O=[N+]([O-])c1ccc(CN2CCOCCOCCN(Cc3ccc([N+](=O)[O-])cc3Cl)CCOCC2)c(Cl)c1	-0.9
CCOc1ccccc1NC(=O)CCCCCN1C(=O)[C@@H]2Cc3ccccc3CN2C1=O	-0.2

Additional entries.
SMILES	TTR transcr act
O=S(=O)(Nc1ccc2c(c1)oc1ccccc12)N1CCCC1	-1.1
CSC1=NC(C(Cl)(Cl)Cl)N=C(c2ccc(C)cc2)N1 (stereo not drawn)	-1.2
COc1ccc(OC2C(=O)N(Cc3ccc(F)cc3)C2c2ccc(OC)c(OC)c2)cc1 (stereo not drawn)	2.7
N/C(=N\OC(=O)c1ccco1)c1ccc(Cl)cc1	-1.1
CCOC(=O)N1CCC(N(CCN(C)C)C(=S)Nc2cc(Cl)ccc2C)CC1	-1.4
CCOC(=O)N1CCN(C(=O)c2ccc3ccccc3c2)CC1	-0.7
COc1ccccc1NC(=O)CSc1nnc(Cn2cnc3ccccc32)o1	-1.9
O=C(Nc1nc2cc3c(cc2s1)OCO3)C1CC1	0.8
COC(=O)Cn1ncn2cccc2c1=O	2.8
Cc1cccc(OCC(=O)OCC(=O)N2CCCc3ccccc32)c1C	-0.2
CCCOc1ccc(-c2nn(-c3ccccc3)cc2/C=C2\SC(N)=NC2=O)cc1	7.8
COc1ccccc1/C=N/NC(=O)c1nnn(-c2nonc2N)c1-c1ccccc1	0.6
CC(=O)N1CCC(=NNc2ccnc3cc(Cl)ccc23)CC1	1.4
CSCC[C@H](NC(=O)c1ccc(Cl)c([N+](=O)[O-])c1)c1nc2ccccc2[nH]1	-0.8
O=C(CP(=O)(c1ccccc1)c1ccccc1)Nc1cccc(CP(=O)(c2ccccc2)c2ccccc2)c1	-2.4
Cn1c(=O)c2c(nc(NNC(=O)C(F)(F)F)n2C)n(C)c1=O	1.0
C[C@H](O)[C@@H]1CN2CCc3c([nH]c4ccccc34)[C@@H]2C[C@@H]1N(C)C(=O)Nc1ccc(Br)cc1	0.7
COc1cc(NS(=O)(=O)c2ccc(N/C=C\C(=O)c3ccc(C)cc3)cc2)nc(OC)n1	3.2
O=C(O)CCCC(=O)N1CCN(c2ncccn2)CC1	1.4
S=C(NCc1ccccc1)N1CCc2ccccc2C1	-1.4

6 entries already listed, sorted by their value in TTR transcr act, falling:
SMILES	TTR transcr act
O=C(O)CCCC(=O)N1CCN(c2ncccn2)CC1	1.4
CCn1cc(CN2CCCC(C(=O)Nc3ccc(-c4cscn4)cc3)C2)cn1 (stereo not drawn)	0.1
CCCCNC(=O)c1[nH]c(C)c(C(C)=O)c1C	-0.6
CCOC(=O)N1CCN(C(=O)c2ccc3ccccc3c2)CC1	-0.7
O=[N+]([O-])c1ccc(CN2CCOCCOCCN(Cc3ccc([N+](=O)[O-])cc3Cl)CCOCC2)c(Cl)c1	-0.9
N/C(=N\OC(=O)c1ccc2ccccc2c1)c1ccncc1	-2.8

Later entries:
SMILES	TTR transcr act
O=C(c1ccc(S(=O)(=O)Nc2ccccc2)cc1)N1CCC1	1.1
CCN(CC)C(=S)SCC(=O)Nc1nc(=O)c2ccccc2s1	-1.0
CN(CCO)CCOCCOc1cccc2ccccc12	-0.4
Clc1ccc(-c2nnc3n2CCCS3)cc1	1.2
CN(C)c1cc(Nc2ccc(O)cc2)c([N+](=O)[O-])c2nonc12	6.0
C/C(=N\NC(=O)c1ccc(Br)o1)c1cc2c(cc1NC(=O)CCC(=O)O)OCO2	-2.3
COc1ccc(C(=O)NC(C)C2CC3CCC2C3)c(OC)c1 (stereo not drawn)	-2.9
O=C(C1CC1)N1CCc2cc(Br)c(S(=O)(=O)N3CCCCCC3)cc21	-1.0
Cc1c(NC(=O)COC(=O)c2c3c(nc4ccccc24)CCCC3)c(=O)n(-c2ccccc2)n1C	-1.0
Cc1ccc(C(C)C)c(OC(=O)/C=C/c2ccccc2)c1	-0.1
CC(C)c1cc(C(=O)Nc2cc(Br)ccc2O)no1	-1.7
O=C1CC(NC2CCN(C(=O)c3cccc(F)c3)CC2)C(=O)N1 (stereo not drawn)	0.0
CN(C)c1ccc(P(=O)(OCc2ccccc2)C(O)c2ccccc2F)cc1 (stereo not drawn)	-0.2
O=C(CN1CCC(NC(=O)c2cccc(F)c2)CC1)NCc1cccs1	-0.6
Nc1ncnc2c1ncn2[C@@H]1O[C@H](CN=C2NS(=O)(=O)c3ccccc32)[C@@H](O)[C@H]1O	0.1
CSCCC(c1nnnn1C1CCCCC1)N1CCN(C/C=C/c2ccccc2)CC1 (stereo not drawn)	0.0
O=C(CN1C(=O)c2ccccc2C1=O)NC(Cc1ccccc1)C(=O)O (stereo not drawn)	1.1
CCOc1c(C(N)=O)c(-c2ccccc2)c2c(=O)[nH]c3ccccc3n12	-2.4
Cc1c(C(=O)O)cccc1-c1ccc(/C=C2\SC(=O)NC2=O)o1	-1.8
O=c1c2ccccc2nc(-c2ccccc2)n1Cc1ccc(Cl)cc1	-0.7

In another format: 2 of the compounds above.
Structure,TTR transcr act
Nc1ncnc2c1ncn2[C@@H]1O[C@H](CN=C2NS(=O)(=O)c3ccccc32)[C@@H](O)[C@H]1O,0.1
Cc1ccc(C(C)C)c(OC(=O)/C=C/c2ccccc2)c1,-0.1

Next section:
SMILES	TTR transcr act
CCC(C)(NC(=O)c1ccccn1)C(=O)NC1CCCCC1 (stereo not drawn)	1.6
COc1ccc(-c2csc(C(C#N)=C(O)CSc3nccn3C)n2)cc1OC	0.2
CN1c2ccccc2C(C)(C)C12C=Nc1c(ccc3ccccc13)O2 (stereo not drawn)	-6.2
O=C(c1ccccn1)N1CCN(S(=O)(=O)c2ccc(F)cc2)CC1	2.6
O=C(N/N=C/c1ccccn1)NC12CC3CC(CC(C3)C1)C2	-2.4
CN1C(=O)CC(N2CCN(C(=O)c3ccccc3)CC2)C1=O (stereo not drawn)	2.1
OCC1(CCOc2ccccc2)CCN(Cc2ccc3cccc(F)c3n2)CC1	1.8
CCOC(=O)c1c(-c2ccccc2)oc2ccc(OCC(N)=O)cc12	10*
O=[N+]([O-])c1ccc(Nc2nc(NC3CCCCC3)nc(N3CCCC3)n2)cc1	-2.0
Cc1nc(Sc2ccc(Cl)cc2)c(C#N)c(C)c1[N+](=O)[O-]	-1.8
Cc1ccc(C)c(SCC(=O)NCc2ccco2)c1	-0.1
CCOC(=O)C1CCN(CC(=O)Nc2cc(S(=O)(=O)N3CCOCC3)ccc2C)CC1	-2.1
O=c1c(=NNc2ccccc2Cl)c(=O)c2ccccc12	0.4
C[C@H](NC(=O)C1CC(=O)N(c2ccc3c(c2)OCCO3)C1)C(=O)N1CCCCC1 (stereo partly drawn)	0.2
O=C(COC(=O)Cc1cccc(C(F)(F)F)c1)Nc1ccc2c(c1)OCCO2	-1.6
CCN(CC)S(=O)(=O)c1cc(C(=O)Nc2ccc(Cl)cn2)ccc1C	4.4
Cc1cccc(NC(=O)CSc2ccc(C(N)=O)cc2[N+](=O)[O-])c1C	-0.5
Cc1ccc2nc(NC(=O)CN(C)S(=O)(=O)c3cccc4nsnc34)sc2c1	-1.3
Cn1c(CSc2ccccc2)c(C#N)c2ccccc21	4.2
CC(=O)C1(O)C(C)CC2C3CC(F)C4(O)CC(O)CCC4(C)C3CCC21C (stereo not drawn)	-0.6
CC(C)Cn1cc(C(=O)NCCCOC(C)C)c2c3ccccc3n(C)c2c1=O	1.7
COc1cc2cnncc2cc1OC	-0.3
C[C@H]1CN[C@H](CCO)/C1=C\c1ccccc1	3.2
CCCCOc1ccc(CSc2n[nH]c(C)n2)cc1	-0.7
N#Cc1ccc(Nc2nc(-c3ccccc3)c(C(=O)c3ccccc3)s2)cc1	-0.8
O=C(N=C1SC2CS(=O)(=O)CC2N1Cc1ccccc1Cl)C1CC1 (stereo not drawn)	2.5
CC(=NNC(=O)c1ccncc1)c1cccc(Cl)c1	0.8
O=C(CCc1ccc(O)cc1)c1c(O)cc(O)cc1O	-3.3
O=C1CCN(c2ccc([N+](=O)[O-])cc2F)CC1	1.9
COc1ccc(-c2cc(C(=O)NCc3cccnc3)no2)cc1OC	2.6
CC(=O)C1=C(c2ccccc2)OC(N)=C(C#N)C1c1ccc(O)cc1 (stereo not drawn)	0.3
Cc1ccccc1CN1[C@@H](C)[C@H](c2ccccc2)Oc2cccc(N3CCCC(C)C3)c2S1(=O)=O (stereo partly drawn)	1.7
N#CCCN1CCN(S(=O)(=O)c2ccc3c(c2)CCC3)CC1	0.3
Cc1ccc(C(C(=O)NCc2ccco2)N(CCc2ccccc2)C(=O)Cn2nnc3ccccc32)o1 (stereo not drawn)	1.4
COC(=O)[C@@H]1C[C@]2(OC(=O)c3ccccc3)C=CC(=O)C[C@@H]2N1C(=O)OCc1ccccc1	2.1
Cc1cc(NC(=O)c2cc(-c3ccco3)on2)n(-c2ccccc2)n1	-2.8
CCCCn1c(N)c(-c2nc3ccccc3o2)c2c([N+](=O)[O-])nn(C)c(=O)c21	0.9
COc1ccc(Cl)cc1NC(=O)CN(C)C(=O)Cc1ccsc1	0.5
COCCNc1c2c(c(C#N)c3nc4ccccc4n13)CCCC2	-1.4
Cc1cccc(CN2CCC(n3nccc3NC(=O)CCCc3ccccc3)CC2)c1	1.2

As entered above.
Reading of N#CCCN1CCN(S(=O)(=O)c2ccc3c(c2)CCC3)CC1 in TTR transcr act: 0.3
Reading of CC(=O)C1=C(c2ccccc2)OC(N)=C(C#N)C1c1ccc(O)cc1 (stereo not drawn) in TTR transcr act: 0.3
Reading of CCCCOc1ccc(CSc2n[nH]c(C)n2)cc1 in TTR transcr act: -0.7

Remaining list, next part
SMILES	TTR transcr act
COc1ccc(S(=O)(=O)N2CCC(C(=O)NCCC(=O)Nc3cccc(Cl)c3)CC2)cc1	0.1
CC(C)c1nc(C#N)c(N2CCOCC2)o1	-0.3
O=C(NCC1CCS(=O)(=O)C1)NCC1CCS(=O)(=O)C1 (stereo not drawn)	2.1
O=C(N/C(=C\c1cccc([N+](=O)[O-])c1)C(=O)N1CCOCC1)c1ccc([N+](=O)[O-])cc1	-1.8
O=C(Nc1ccc(OC(F)(F)F)cc1)Oc1ccccc1N1CCCCC1	-0.8
COc1cc2c(cc1OC)CN(C(=O)c1cc(Cl)nc(Cl)c1)CC2	-0.5
O=C(CCN1C(=O)c2ccccc2C1=O)NCCC1=CCCCC1	0.2
